Assay outcomes (PubChem)
Pf apPOL block: Pf-apPOL inhibitors, biochemical, fluorescence | Plasmodium falciparum apicoplast DNA polymerase (apPOL) | Recombinant Pf-apPOL, molecular beacon fluorescence, 1.5 h | inhibition, % at 10 µM | 210,000 compounds, 0.25% hits | AID 1794808, 2022
mHTT-CaM PPI inh: mutant huntingtin-calmodulin interaction inhibitors – biochemical, AlphaScreen, primary screen. P42858. AlphaScreen His-mHTT/GST-CaM binding, luminescence. inhibition, % at 15 µM. 190,000 compounds, 3.6% hits. AID 1671202, 2021;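 also: 0% = both proteins with DMSO and 100% = one protein alone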
* hit, by the source's call; / = no result given; & = joins results of further samples. Rule as the data show it: active = inhibition above about 50%; inactive = the rest. No enrichment for hits; overall some 3.7% were active at least once.

mol | Pf apPOL block | mHTT-CaM PPI inh
COc1ccc(/C=C2\SC(=O)N(Cc3ccc(F)cc3)C2=O)cc1C | -2 | -3
Clc1cccc(-c2cc3ccccn3c2)c1 | 5 | 63*
CN(CCC#N)C(=O)c1cnn2c1NC(c1ccco1)CC2C(F)(F)F (stereo not drawn) | -4 | -2
O=C(CSc1ccccn1)Nc1c(C(=O)C2CC2)oc2ccccc12 | -5 | -2
COC(=O)c1cc(=O)nc(N)s1 | -26 | /
Cc1nc2ccccn2c(=O)c1NC(=O)c1ccc2c(c1)OCO2 | -8 | -11
CCOC(=O)N1CCC(NS(=O)(=O)CCCOc2ccc(F)cc2)CC1 | -9 | -18
CC(NC(=O)c1cnn2c3c(cnc12)CCCCCC3)c1ccccc1 (stereo not drawn) | -1 | -6
O=C(c1c(F)cccc1Cl)N1CCCC(c2nnc(-c3ccccc3F)s2)C1 (stereo not drawn) | -10 | -4
CCNC(=O)N1CC(C(=O)N2CCN(C)CC2)C(c2cccc(C(F)(F)F)c2)C1 (stereo not drawn) | -4 | 10
O=C(Nc1ccc(N2CCN(Cc3cccs3)CC2)nc1)c1cccc(F)c1 | 0 | 6
CCCC(=O)Nc1ccc(-c2ccc(NC(=O)CCC)c(C)c2)cc1C | 0 | -3
CCCNC(=O)c1ccc2c(c1)N(C(=O)NC)CC2 | -2 | -1
CCOC(=O)C1CN(C2CCCCC2)C(=O)C1=O (stereo not drawn) | -2 | -2
COc1cc(C(=O)N2CCN(C3CCCCC3)CC2)cc(OC)c1OC | -5 | 3
O=S(=O)(Nc1nc2ccccc2nc1Cl)c1ccccc1 | / | -2
CC(=O)NCc1csc(C2CCCN(C(=O)c3cccc(F)c3)C2)n1 (stereo not drawn) | -4 | -11
CN(C)c1ccc(C2C(N3C(=O)c4ccccc4C3=O)C(=O)N2c2ccc(Cl)cc2)cc1 (stereo not drawn) | 4 | 8
CNC(C)C1CC2CCC1C2 (stereo not drawn) | -6 | -2
CCCCC(=O)NC1CCN(c2nc3c(s2)c(C)nn3-c2ccc(OC)cc2)CC1 | -2 | 0
Cc1ccc(S(=O)(=O)N(C)c2ccc(OCC(=O)N3CCOCC3)cc2)cc1 | -3 | 2
O=C(c1ccncc1)N1CCCC(c2cc(-c3ccc(F)cc3)n[nH]2)C1 (stereo not drawn) | -3 | 0
O=C1CCN(C(=O)COc2ccc(Cl)cc2)c2ccccc2N1 | -8 | -10
CCC1CN(C(=O)Nc2cc(F)ccc2F)c2cc(C)ccc2O1 (stereo not drawn) | 6 | -6
CCN1C(=O)Cc2ccccc2C1C(=O)NCc1ccc2c(c1)OCO2 (stereo not drawn) | 2 | -9
O=C(Nc1ccc([N+](=O)[O-])cc1)N1CCc2ccccc2C1 | -6 | 3
O=C(C1CCN(CC2CC=CCC2)CC1)N1CCN(c2ccccc2F)CC1 (stereo not drawn) | 2 | 5
Cc1ccc(C(C)NC(=O)C(C)(C)C)c(C)c1 (stereo not drawn) | -4 | /
CC(=O)c1ccc(NC(=O)N2CCc3c(c(COCc4cccc(F)c4)nn3C)C2)cc1 | 0 | 10
CC(C)C(=O)N1CCCn2nc(-c3cccnc3)cc2C1 | 3 | 2
CN1CCC(N(C)Cc2cccs2)CC1 | -2 | -1
COc1ccc(NS(=O)(=O)c2c(Cl)nc(C)c(Cl)c2C)cc1 | 3 | 3

Seven entries from above, ordered by molecular weight, descending.
mol | Pf apPOL block | mHTT-CaM PPI inh
CCCCC(=O)NC1CCN(c2nc3c(s2)c(C)nn3-c2ccc(OC)cc2)CC1 | -2 | 0
CC(=O)NCc1csc(C2CCCN(C(=O)c3cccc(F)c3)C2)n1 (stereo not drawn) | -4 | -11
O=C(c1ccncc1)N1CCCC(c2cc(-c3ccc(F)cc3)n[nH]2)C1 (stereo not drawn) | -3 | 0
O=C(Nc1ccc([N+](=O)[O-])cc1)N1CCc2ccccc2C1 | -6 | 3
CCOC(=O)C1CN(C2CCCCC2)C(=O)C1=O (stereo not drawn) | -2 | -2
COC(=O)c1cc(=O)nc(N)s1 | -26 | /
CNC(C)C1CC2CCC1C2 (stereo not drawn) | -6 | -2

The list goes on:
mol | Pf apPOL block | mHTT-CaM PPI inh
NS(=O)(=O)c1ccc(CCNC(=O)Cc2ccc([N+](=O)[O-])cc2)cc1 | 1 | 1
COc1cccc(NC(=O)COc2cc(Cl)ccc2Cl)c1 | -7 | -6
O=S(=O)(CCSc1ncccn1)c1ccc(F)cc1 | -4 | /
O=C(c1cccc(F)c1)N1CCN(c2ccc([N+](=O)[O-])c(NCc3ccccc3)c2)CC1 | -5 | 30
COCC(=O)Nc1ccc(Cl)cc1C | 4 | -1
O=C(C1CCCN(c2cn[nH]c(=O)c2)C1)N1CCN(C2CCCCC2)CC1 (stereo not drawn) | -3 | -2
CCc1ccc(-n2c(C)nc3cc(C(=O)NCc4ccc5c(c4)OCO5)ccc32)cc1 | 0 | 42
COc1ccccc1C=C1SC(=S)N(C(CCC(=O)O)C(=O)O)C1=O (stereo not drawn) | -20 | 5
COc1ccc(C)cc1Nc1ncnc(N)c1[N+](=O)[O-] | -4 | 2
CC(C)c1ccc(OCC(O)CN2CCN(c3ccccn3)CC2)cc1 (stereo not drawn) | -7 | 8
CCc1ccc(C)nc1NC(=O)c1snnc1C | 1 | /
CCOc1ccc(C2N(c3ccc(F)cc3)C(=O)C3CCCN32)cc1 (stereo not drawn) | -2 | -4
Cc1ccc(NC(=O)N2CCCC2c2c(C)noc2C)cc1Cl (stereo not drawn) | -4 | -6
Cc1ccc(C2Cn3nnc(C(=O)N4CCC(C(=O)NCC5CC5)CC4)c3CO2)cc1 (stereo not drawn) | 0 | 0
COc1ccc(Cl)cc1C(=O)Nc1cnc(N2CCCC2)nc1 | -4 | 1
COc1cccc(/C=c2\sc3ncnn3c2=O)c1 | -1 | 3

Compounds shown so far that contain a CF3 group, in the order listed:
mol | Pf apPOL block | mHTT-CaM PPI inh
CN(CCC#N)C(=O)c1cnn2c1NC(c1ccco1)CC2C(F)(F)F (stereo not drawn) | -4 | -2
CCNC(=O)N1CC(C(=O)N2CCN(C)CC2)C(c2cccc(C(F)(F)F)c2)C1 (stereo not drawn) | -4 | 10

Later entries:
mol | Pf apPOL block | mHTT-CaM PPI inh
Cc1cc(Br)cc(C)c1NC(=O)c1ccc(S(=O)(=O)N(C)C)cc1 | 0 | 3
Clc1ccccc1N1CCN(Cc2ccc(Br)o2)CC1 | -3 | -14
O=C(NCCn1ncc2c(N3CCN(c4ncccn4)CC3)ncnc21)c1cccs1 | 27 | -12
Cc1ccc(NC(=O)c2ccc(-c3nc4cccnc4n(C)c3=O)cc2)c(C)c1 | 0 | -3
COc1ccc(-c2nnc(NC(=O)C(F)(F)F)s2)cc1OC | 8 | 29
CCN(CC)CCNC(=O)c1ccc(NC(=O)c2cn(CC)c3nc(C)ccc3c2=O)cc1 | -6 | 5
COc1ccc(C2=N/C(=C\c3ccccc3C(F)(F)F)C(=O)O2)cc1OC | 0 | 1
CC1(C)CC2CC(C)(CN2C(=O)c2cnn3c2NC(c2cccs2)CC3C(F)(F)F)C1 (stereo not drawn) | 7 | 15

Rewritten field by field: 4 of the compounds above
COc1ccc(-c2nnc(NC(=O)C(F)(F)F)s2)cc1OC
  Pf apPOL block: 8; mHTT-CaM PPI inh: 29
Clc1ccccc1N1CCN(Cc2ccc(Br)o2)CC1
  Pf apPOL block: -3; mHTT-CaM PPI inh: -14
Cc1cc(Br)cc(C)c1NC(=O)c1ccc(S(=O)(=O)N(C)C)cc1
  Pf apPOL block: 0; mHTT-CaM PPI inh: 3
CCN(CC)CCNC(=O)c1ccc(NC(=O)c2cn(CC)c3nc(C)ccc3c2=O)cc1
  Pf apPOL block: -6; mHTT-CaM PPI inh: 5

The results go on:
mol | Pf apPOL block | mHTT-CaM PPI inh
COc1cccc(C2CC(c3cccc(C)c3)=NN2C(=O)CN2CCOCC2)c1 (stereo not drawn) | -3 | 46
CCCc1cc(C2CCCN2C(=O)Cc2ccc(F)cc2Cl)no1 (stereo not drawn) | 5 | -2
Cc1ccc(-c2csc3c(=O)n(CCC(C)C)cnc23)cc1 | -3 | -39
CC(C)n1c(=N)c(C(=O)NCc2cccnc2)cc2c(=O)n3ccccc3nc21 | -12 | -5
O=C(Nc1nc(-c2ccccn2)cs1)c1ccc(S(=O)(=O)N2CCc3ccccc32)cc1 | 2 | 97*
Cc1ccccc1-n1nc2c(c1NC(=O)c1cccs1)CS(=O)(=O)C2 | 1 | 7
O=C(NC1CC1)C1CCN(c2cnc3nccnc3c2)CC1 | 0 | 2
CC(C)(C)c1cc(-c2csc(CC#N)n2)cc(C(C)(C)C)c1O | -4 | /

Remaining list, next part.
Fields: Pf apPOL block	mHTT-CaM PPI inh
> Cc1ncn(CC(=O)Nc2ccc(Cl)c(C(F)(F)F)c2)c(=O)c1C
→ -5	-13
> COc1ccc(Cl)cc1/C=C1/N=C(SC)SC1=O
→ 2	-13
> Cc1nc2cc(N3CC(C(=O)NCc4ccc(Cl)cc4)CC3=O)ccc2o1 (stereo not drawn)
→ 1	3
> COc1ccc(CCC(=O)N2CCCC2c2nc(-c3cccc(C)c3)no2)cc1 (stereo not drawn)
→ -2	-4
> c1ccc2c(c1)[nH]c1nc(SCCCN3CCOCC3)nnc12
→ 1	8
> COc1ccc(C(=O)NCCN2CCOCC2)cc1[N+](=O)[O-]
→ -5	0
> CCOc1ccc(NC(=O)C2CCN(C(=O)c3cccc(Cl)c3)CC2)cc1
→ -11	8
> O=C(CC1CCN(C(=O)C2CCCCC2)CC1)NCCCN1CCCCCC1
→ 4	21
> CCc1csc2nc(C)c(NC(=O)c3cccc(F)c3)c(=O)n12
→ -1	-8
> COc1ccc(C2=N/C(=C\c3cccnc3)C(=O)O2)cc1Br
→ -1	1
> O=C(CCc1ccccc1)NCc1ccccc1Cl
→ -15	-13
> Cc1onc(-c2ccccc2)c1C(=O)NNC(=O)c1nc(-c2cccs2)no1
→ -3	/
> CC(NC(=O)C1CCN(c2cc(N3CCSCC3)ncn2)CC1)c1ccccc1 (stereo not drawn)
→ -6	-6
> COc1ccccc1NC(=O)NC1(C(F)(F)F)Oc2ccccc2O1
→ -2	-3
> Cc1ccc(Sc2nccnc2N2CCCC(C(=O)N3CCOCC3)C2)cc1 (stereo not drawn)
→ -2	10
> O=C(c1ccc([N+](=O)[O-])cc1Cl)N1CCc2ccccc21
→ 3	10
> CCC(CC)NC(=O)C1CCCN(c2cnn(C)c(=O)c2)C1 (stereo not drawn)
→ -1	-5
> CSc1cccc(NC(=O)CCSc2ccccc2)c1
→ 0	-19
> CCc1ccc(NS(=O)(=O)c2cc(OC)ccc2OC)cc1
→ 1	-1
> COc1ccccc1C=CC1=NC(=Cc2coc3ccccc3c2=O)C(=O)O1
→ -3	1
> COc1ccc([C@@H]2C[C@H](c3ccccc3)Oc3ccc(OC)cc32)cc1
→ -3&2	1&-4
> Cc1cccc(Cc2c(C)nc3nc(SCC(=O)NCc4cccs4)nn3c2C)c1
→ -3	16
> COc1ccc(-c2nc3ccccc3c(=O)n2Cc2c(F)cccc2F)cc1OC
→ -2	1
> c1ccc(CCCN2CCOCC2)cc1
→ 0	0
> CN1CCN(CCCOc2ccc(C(=O)c3ccccc3)cc2)CC1
→ -6	11
> COc1cccc(OCC(=O)NCC(O)C2CCCCC2)c1 (stereo not drawn)
→ -6	-6
> COc1ccc(/C=C2/C=C(c3ccc(C)cc3)OC2=O)cc1[N+](=O)[O-]
→ 5	8
> CCCNC(=O)c1cn(-c2ccc(F)cc2)nn1
→ -4	-1
> O=C(CN1CCCCC1c1nc(-c2cccc(F)c2)no1)Nc1cccc(F)c1 (stereo not drawn)
→ 7	-24
> O=C(c1ccco1)N1CCCC1c1ccccc1Cl (stereo not drawn)
→ 3	-3
> COc1cc(OC)c(OC)cc1C=C1Oc2c(ccc(O)c2CN2CCCCC2C)C1=O (stereo not drawn)
→ 0	38
> COc1ccc(OC)c(C2C=C(c3ccc(C)cc3)Nc3ncnn32)c1 (stereo not drawn)
→ -4	37
> CCCc1[nH]nc2c1C1(CCSCC1)C(C#N)=C(N)O2
→ /	-3
> CSc1cccc(NC(=O)C2(S(=O)(=O)c3ccc(Cl)cc3)CC2)c1
→ -5	-15

Profiles as entered above. Order of screens: Pf apPOL block | mHTT-CaM PPI inh
Entry for `O=C(c1c(F)cccc1Cl)N1CCCC(c2nnc(-c3ccccc3F)s2)C1` (stereo not drawn) = -10 | -4
Entry for `O=C(Nc1ccc(N2CCN(Cc3cccs3)CC2)nc1)c1cccc(F)c1` = 0 | 6
